Source: PubChem (National Center for Advancing Translational Sciences (NCATS))
AmpC inh detg: blocks E. coli AmpC beta-lactamase in detergent assay; AmpC hydrolysis of nitrocefin, absorbance 480 nm, 0.01% Triton; P00811; actives 0.041% (n = 370,000); Potency, µM (highest dose often 114 µM), inactives show at the top dose activity change, negative = inhibition, most hits filed as inhibitors;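 also: potency is read from the fitted curve at half-maximal effect; 0% = no-compound wells and -100% = no-enzyme wells; nearly all actives have a fitted effect of over 25% in size; some results filed as inactive show a strong effect at the top dose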
Target sequence (P00811 whole entry, looked up): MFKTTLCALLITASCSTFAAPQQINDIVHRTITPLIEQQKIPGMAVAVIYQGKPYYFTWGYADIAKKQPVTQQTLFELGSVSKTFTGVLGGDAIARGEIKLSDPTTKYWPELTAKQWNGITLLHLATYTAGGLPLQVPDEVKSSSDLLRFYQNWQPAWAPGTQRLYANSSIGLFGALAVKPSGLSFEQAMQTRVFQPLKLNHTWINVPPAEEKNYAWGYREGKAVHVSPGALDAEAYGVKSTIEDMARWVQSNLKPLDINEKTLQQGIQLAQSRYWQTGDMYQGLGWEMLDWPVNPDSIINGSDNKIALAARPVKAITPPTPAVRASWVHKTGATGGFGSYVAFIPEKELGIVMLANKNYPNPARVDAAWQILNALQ
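AmpC (5.3 nM in the dispensed reagent) in 20 mM phosphate pH 7.0 with 0.01% (detergent screen) or 0.0001% Triton X-100 was preincubated with compounds for 15 min at room temperature. Nitrocefin was then added from an 800 uM solution, and hydrolysis was followed at 480 nm.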
Cycloheximide cs: affects cycloheximide protein synthesis inhibition readout, counter-screen; cell reporter, cycloheximide protein synthesis inhibition counterscreen; max response, %; actives 12% (n = 300,000); in the data active = max response mostly above about 13%, no sharp cut-off; inactive = mostly below about 14%; also: read at 38.3 µM for the half of the compounds with a filed dose; 0% is about no effect
HCMV inh: inhibitors of human cytomegalovirus. activity change, negative = inhibition, % at 57.5 µM. actives 4.5% (n = 410,000). HFF cells, HCMV-luciferase reporter, 72 h; hits give low values; in the data active = activity change below about -60%; inconclusive = no clear call, values can overlap the other calls; inactive = above about -39%; also: % is scaled to controls: 0 for no effect and ±100 for the full control effect
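Compounds were evaluated in HFFs infected with an HCMV luciferase reporter virus (MOI 1 PFU/cell). Luciferase in lysates collected 72 h post infection served as the replication measure.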
AmpC inh no detg: AmpC beta-lactamase inhibition without detergent | P00811 | AmpC nitrocefin hydrolysis, absorbance 480 nm, 0.0001% Triton | Potency, µM (doses to about 57.1 µM), inactives show at the top dose activity change, negative = inhibition, most hits filed as inhibitors | actives 0.52% (n = 330,000) | AID 485341;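 also: potency is read from the fitted curve at half-maximal effect; plate controls were no compound for no effect and no enzyme for full effect; nearly all actives have a fitted effect of over 20% in size; some results filed as inactive show a strong effect at the top dose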
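AmpC (5.3 nM in the dispensed reagent) in 20 mM phosphate pH 7.0 with 0.01% (detergent screen) or 0.0001% Triton X-100 was preincubated with compounds for 15 min at room temperature. Nitrocefin was then added from an 800 uM solution, and hydrolysis was followed at 480 nm.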
Giardia FBPA inh: Giardia lamblia aldolase inhibition; Potency, µM (top dose mostly 59.6 µM), inactives show at the top dose activity, negative = inhibition, usual class: inhibitors; actives 0.71% (n = 290,000); A8B2U2; purified Giardia FBPA; also: potency is read from the fitted curve at half-maximal effect; % is scaled to controls: 0 for no effect and ±100 for the full control effect; nearly all actives have a fitted effect of over 55% in size
Target sequence (A8B2U2 whole entry, looked up): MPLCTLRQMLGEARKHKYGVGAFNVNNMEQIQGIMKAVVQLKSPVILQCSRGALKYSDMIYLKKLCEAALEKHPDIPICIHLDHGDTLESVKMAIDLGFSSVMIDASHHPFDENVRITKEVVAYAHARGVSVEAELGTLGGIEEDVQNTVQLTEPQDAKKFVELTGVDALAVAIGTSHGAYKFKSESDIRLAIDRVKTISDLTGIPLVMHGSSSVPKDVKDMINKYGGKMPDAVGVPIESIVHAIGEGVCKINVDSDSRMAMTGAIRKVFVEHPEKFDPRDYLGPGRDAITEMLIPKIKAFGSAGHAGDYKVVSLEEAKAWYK
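40 nM FBPA preincubated 10 min at RT with compound (up to 57.5 uM final), then substrate plus GAPDH/TPI/NAD/arsenate coupling and diaphorase/resazurin added. Fluorescence read after 20 min at RT, 525/598 nm.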
AMA1-RON2 inh: inhibitors of Plasmodium falciparum AMA1-RON2 interaction. AlphaScreen AMA1-biotinylated RON2 peptide binding. Potency, µM (highest dose often 58.2 µM), inactives show top-dose activity change, negative = inhibition, most hits filed as inhibitors. actives 0.2% (n = 360,000);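 also: potency is read from the fitted curve at half-maximal effect; 0% = vehicle wells and -100% = peptide control; nearly all actives have a fitted effect of over 45% in size; some results filed as inactive show a strong effect at the top dose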
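AMA1 (3D7) with his tag at 25 nM final met compounds first, then biotinylated RON2 peptide at 25 nM; detection used donor plus acceptor beads, 10 µg/mL apiece, read by AlphaScreen after 30 min at room temperature.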
Shiga toxin inh: blocks Shiga toxin action in Vero cells | Vero cells, Shiga toxin protein synthesis inhibition reporter | inhibition, % at 38.7 µM | actives 9.2% (n = 290,000) | AID 2315; in the data active = inhibition mostly above about 28%, no sharp cut-off; inactive = mostly below about 43%; also: 0% is about no effect
An asterisk follows results filed as active; ? = inconclusive; . = not tested or not shown; & = joins results of further samples; [ ] = remark or other dose. Unless noted, calls follow the shape of the dose curve; as a rule, active = well fitted curve in the direction sought with a large enough effect; inconclusive = small, poorly fitted or top-dose-only effect, or another doubt; inactive = no such curve, though single readings can be large; an effect the other way counts as inactive or inconclusive. Hits appear at their usual frequency; 16% or so of the library scored in one or more.

SMILES | AmpC inh detg | Cycloheximide cs | HCMV inh | AmpC inh no detg | Giardia FBPA inh | AMA1-RON2 inh | Shiga toxin inh
NC1=NC2(CCCCC2)N(c2ccc(F)cc2F)C(N)=N1 | -1% | -3 | ? | -6% | 1% | 3% | -14
O=C(CSc1ccc(F)cc1)Nc1cccc(S(=O)(=O)N2CCOCC2)c1 | . | . | -14 | -17% | . | 0% | .
CCCC(=O)Nc1ccc(C(=O)Nc2cccc(OC)c2)cc1 | 1% | 47* | -74* | -14% | -1% | -3% | 68*
Cc1ccc(NC(=O)N2CCN(C/C=C/c3ccccc3)CC2)cc1 | 0% | -1 | -14 | 85%[activator] | -1% | -6% | -12
Cc1nsc(N)c1C(=O)O | -4% | 1 | 9 | 133%[activator] | 8% | 6% | -5
COc1ccc(OCC(=O)N/N=C(\C)c2cc3ccccc3o2)cc1 | 0% | 26* | 5 | -3% | 5% | -3% | 57*
O=S(=O)(NCc1ccc(F)cc1)c1ccc(-n2cccn2)cc1 | -3% | 9 | -23 | -26% | . | 6% | 5
O=C(CSc1nc2sc3c(c2c(=O)[nH]1)CCCC3)NCCO | 0% | 1 | 21 | -15% | -18% | 15% | 28
O=C(COc1ccccc1)OCC(=O)c1ccc(S(=O)(=O)N2CCCCC2)cc1 | -8% | . | -21 | -21% | . | 7% | .
Cc1ccc(CN2CCNC(=O)C2CC(=O)N(C)CCc2ccccc2)cc1 (stereo unspecified) | 1% | -1 | -9 | 88%[activator] | -8% | 0% | 1
CCOC(=O)COc1ccc(C(=O)c2ccccc2)c(O)c1 | -9% | -5 | -1 | -8% | 0% | 10% | -14
O=C(NCCNc1nccc(C(F)(F)F)n1)c1cccs1 | 8% | 2 | -23 | 0% | 3% | -2% | -5
COC(CN1C(=O)C(O)=C(C(C)=O)C1c1ccccn1)OC (stereo unspecified) | -2% | -4 | -7 | -1% | -27% | -13% | 21
CCOC(=O)C(NC(C)=O)(NC(C)C)C(F)(F)F (stereo unspecified) | -1% | -3 | -9 | 2% | 0% | 1% | 14
O=C(NNC(=O)c1ccncc1)NC1CCCCC1 | -9% | 8 | -24 | 3% | -2% | 22% | -6
Cc1nc2n(c(=O)c1CCN1CCC(c3noc4cc(F)ccc34)CC1)CCCC2 | 5% | -5 | -28 | -1% | -2% | 2% | -6
O=C(COc1ccc(F)cc1F)NNC(=O)Nc1cccc([N+](=O)[O-])c1 | -10% | -1 | -29 | -33% | 10% | 25% | -9
O=C(CCCCn1c(=O)c2ccccc2n(CC(=O)Nc2ccccc2)c1=O)NCc1ccco1 | -4% | -3 | -28 | -14% | 6% | -1% | -12
FC(F)(F)c1nnc2sc(-c3cccs3)nn12 | ? | 2 | 1 | 0% | 2% | -4% | -6
CCn1nc(NC(=O)c2ccncc2)c2cc3cc(C)ccc3nc21 | -1% | 4 | 110 | 93%[activator] | 5% | 10% | -2
O=C(c1ccncc1)c1ccc(N2CCN(C3CC(=O)N(Cc4ccccc4)C3=O)CC2)cc1 (stereo unspecified) | -16% | -4 | -63* | 123%[activator] | 2% | -1% | -1
Cc1nc2cc(NS(=O)(=O)c3ccccc3F)ccc2s1 | 8% | 4 | -38 | -3% | -27% | -10% | 9
Cc1ccc(-c2nc(CN(C)C3CCOC3)c(C)o2)s1 (stereo unspecified) | 0% | 25* | -23 | 14% | 5% | 3% | 47
CSc1ncccc1C(=O)OCC(=O)NC1CCCC1 | -5% | . | -18 | -7% | . | -4% | .
Cc1ccc(NC(=O)CN(C)C(=O)c2cccc(-n3cccc3)c2)cc1 | 0% | . | -7 | -26% | . | 1% | .
O=C(CN1C(=O)NC2(CCCCCCC2)C1=O)NC(=O)NCc1ccco1 | 1% | -2 | 24 | 2% | 1% | 7% | -11
CN(Cc1cccc(Cl)c1)C(=O)C1CCC(=O)N(C2CC2)C1 (stereo unspecified) | 4% | 16 | -21 | 1% | 1% | 11% | 8
O=C(NC(=S)Nc1ccc(N2CCOCC2)cc1)c1cccs1 | -1% | 41* | 79 | -19% | -11% | 35%[activator] | 73*
Cc1cc(S(=O)(=O)N2CCOCC2)ccc1OCC(=O)N1CCCCC1 | -6% | 5 | -19 | 22% | -5% | 2% | 26
CCCN(Cc1nc2cc(Cl)ccc2c(=O)[nH]1)C(=O)c1ccc(S(=O)(=O)N2CCCC2)cc1 | 4% | . | ? | -5% | . | 73%[activator] | .
Cn1c(=O)c2ccccc2n(Cc2cccc(F)c2)c1=O | -3% | -2 | ? | -13% | -10% | 4% | -10
O=C(CCNC(=O)c1ccc([N+](=O)[O-])cc1)NCc1cccs1 | . | . | 5 | -8% | . | -7% | .
CCOC(=O)Cc1csc(NC(=O)Nc2cccc(OC)c2)n1 | 8% | 17* | 51 | -36% | -4% | -2% | 30
NC(=O)Nc1ccc(Oc2c(F)c(F)c(F)c(F)c2F)cc1 | -12% | -2 | -30 | -10% | 1% | -12% | -8
c1cc2c(cc1OCCNC1CCCC1)CCC2 | 1% | 8 | . | -2% | -21% | . | -4
O=c1[nH]c2cc3c(cc2cc1C(c1nnnn1CC1CCCO1)N1CCCC1)OCO3 (stereo unspecified) | -9% | 7 | -34 | -18% | -7% | 2% | 24
CCSc1nc2ccc(N3C(=O)C4C5C=CC(C5)C4C3=O)cc2s1 (stereo unspecified) | ? | 27* | 1 | 8% | -5% | -2% | 50*
CCn1cc(CN2CCC(C(=O)Nc3cccc(-c4cccc(OC)c4)c3)CC2)c(C)n1 | 1% | -3 | 22 | 0% | . | -5% | 12
COc1ccccc1C(=O)NC(CCSC)C(=O)NNC(=O)c1ccc(F)cc1 (stereo unspecified) | 4% | -1 | 6 | -25% | . | 82%[activator] | -8
CCN(CC)Cc1c(O)ccc2occ(C(=O)c3ccc(OC)cc3)c12 | -6% | 15* | -11 | -48% | 3% | -5% | 19
COCCCn1c(=O)c2sccc2n2c(CCCC(=O)NCc3ccccc3)nnc12 | -3% | 2 | ? | 16% | 35% | 1% | -4
N#C/C(=C\c1ccc(N2CCCCC2)o1)C(N)=O | 0% | 17* | 0 | -5% | -15% | 0% | 20
CN1C(=O)N(C)C(=O)C(CCc2ccccn2)(CCc2ccccn2)C1=O | -7% | 8 | 54 | 11% | -7% | -1% | 16
CN1C(=O)CC(NNC(=O)c2ccccc2)C1=O (stereo unspecified) | ? | -1 | -20 | -11% | 3% | -7% | -9
Cc1ccccc1CSCCNC(=O)CCSc1ccccc1 | 2% | 6 | -26 | 3% | . | 3% | 17
CCCc1cc(=O)oc2cc(C)cc(OCC(=O)N[C@@H](CSCc3ccccc3)C(=O)O)c12 | ? | -4 | -15 | -5% | 24% | -10% | -5
COCCCn1c(C(C)C)nc2oc3cc(OC)ccc3c(=O)c2c1=O | ? | -3 | -21 | -17% | 2% | -19% | 18
CC(=O)Nc1c([N+](=O)[O-])cc(C)c(Cl)c1[N+](=O)[O-] | ? | 8 | -77* | -17% | 1% | 27% | -6
CC(C)Oc1ccc(N2CC(C(=O)Nc3ccc(N4CCOCC4)cc3)CC2=O)cc1 (stereo unspecified) | 0% | -2 | 63 | -10% | 0% | 37%[activator] | -3
COc1ccc(CN2CC(C(=O)NCC3CCCO3)CC2=O)cc1 (stereo unspecified) | 15% | -2 | -32 | -3% | -5% | 6% | -2
O=C(c1n[nH]c2ccccc12)N1CCN(S(=O)(=O)c2ccc3ccccc3c2)CC1 | -6% | 4 | 13 | -21% | 12% | -9% | -6
CC(C)c1ccc(S(=O)(=O)/N=C2/C=C(Sc3ncn[nH]3)C(=O)c3ccccc32)cc1 | 2% | 36* | . | -49% | 0.45µM* | -4%[11.6 µM] | 78*
c1ccc(-c2nnc(-c3c[nH]c4ccccc34)nc2-c2ccccc2)cc1 | 3% | 0 | 4 | -11% | -2% | -8% | -3
COc1ccc(CCNC(=O)CCc2ccc(S(=O)(=O)NCC(C)C)cc2)cc1 | ? | -4 | -37 | -6% | -1% | 3% | -3
COC(=O)C1(Cc2cc(-c3ccc(OC)cc3OC)no2)CCN(C(=O)OC(C)(C)C)CC1 | ? | -1 | 12 | 177%[activator] | 16% | -9% | 6
CC(C)[N+]1(C)[C@@H]2CC[C@H]1CC(OC(=O)C(CO)c1ccccc1)C2 (stereo partly specified) | -7%&-8%&-14% | -3 | ? | -32%&-23%&-21% | 7% | -2%&8%&-2% | -3
CSc1ncccc1C(=O)Nc1cccc(S(=O)(=O)N2CCCCC2)c1 | -6% | . | 0 | -20% | . | -7% | .
COc1cc(OC)c(OC)cc1CN1CCN(C(=O)Cc2ccccc2)CC1 | -9% | -2 | 26 | 21% | -29% | ? | .
COCCn1c(SCC(=O)Nc2ccccc2F)nc2c(c1=O)SCC2 | -2% | 9 | ? | 8% | . | -12% | 17
O=C(NCC1CCCO1)c1cc(Br)c(Br)s1 (stereo unspecified) | ? | 8 | 0 | -8% | . | 0% | 22

A run of entries taken from the entries so far, as a working copy:
SMILES | AmpC inh detg | Cycloheximide cs | HCMV inh | AmpC inh no detg | Giardia FBPA inh | AMA1-RON2 inh | Shiga toxin inh
CC(C)[N+]1(C)[C@@H]2CC[C@H]1CC(OC(=O)C(CO)c1ccccc1)C2 (stereo partly specified) | -7%&-8%&-14% | -3 | ? | -32%&-23%&-21% | 7% | -2%&8%&-2% | -3
CSc1ncccc1C(=O)Nc1cccc(S(=O)(=O)N2CCCCC2)c1 | -6% | . | 0 | -20% | . | -7% | .
COc1cc(OC)c(OC)cc1CN1CCN(C(=O)Cc2ccccc2)CC1 | -9% | -2 | 26 | 21% | -29% | ? | .
COCCn1c(SCC(=O)Nc2ccccc2F)nc2c(c1=O)SCC2 | -2% | 9 | ? | 8% | . | -12% | 17
O=C(NCC1CCCO1)c1cc(Br)c(Br)s1 (stereo unspecified) | ? | 8 | 0 | -8% | . | 0% | 22

Next section
SMILES | AmpC inh detg | Cycloheximide cs | HCMV inh | AmpC inh no detg | Giardia FBPA inh | AMA1-RON2 inh | Shiga toxin inh
O=C(Oc1cccc(C(=S)N2CCOCC2)c1)c1ccccc1 | ? | -5 | -14 | -16% | 0% | 1% | -5
Cc1oc2c(C)c3oc(=O)c(CCC(=O)O)c(C)c3cc2c1-c1ccccc1 | -12% | 0 | -10 | -26% | 8% | 2% | -5
Cc1ccc(C)c(C(=O)Nc2nc3ccccc3[nH]2)c1 | -15% | 24 | 43 | -13% | -10% | 49%[activator] | 61*
CC1(C)C(C(=O)O)N2C(=O)C(NC(=O)Cc3ccccc3)C2S1=O (stereo unspecified) | ? | -4 | -21 | -22% | 2% | 72%[activator] | -3
CCc1ccccc1N1C(=O)C2C3CC(=O)C(c4ccccc43)C2C1=O (stereo unspecified) | 5% | -7 | -3 | -4% | 2% | 7% | -4
O=c1[nH]c(SCc2ccccc2Cl)nc2[nH]ncc12 | -3% | 14 | -14 | -3% | 0% | 5% | 34
CCc1nc2ccccc2n1CC(=O)OCC(=O)N(CC(C)C)c1c(N)n(Cc2ccccc2)c(=O)[nH]c1=O | -11% | . | -23 | 44% | . | 11% | .
